TTR transcr act: increases transthyretin transcription. SH-SY5Y TTR promoter Gaussia luciferase, luminescence; 100% = recombinant luciferase protein wells. activation, % at 16.7 µM. 92,000 compounds, 1.3% hits;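 active means activation above the mean of all tested compounds plus 3 SD, cut at about 9.5% in these data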;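 further: cells exposed to compounds for one day before reading; 0% = median of all test compound wells on the plate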
* = called active by the depositor.

Compound	TTR transcr act
CC[C@]12c3[nH]c4ccc(OC)cc4c3CCN1C(=O)C(CC(=O)NCCCN(C)C)C[C@@H]2C(=O)N1CCN(C(=O)c2ccco2)CC1 (stereo partly drawn)	1.3
NC(=O)N1OCC2COc3ccc4ccccc4c3C21 (stereo not drawn)	-3.4
COCCn1c(C)cc(C(=O)CSc2nc3ccccc3s2)c1C	0.8
O=C(Cc1cccs1)NCc1cccnc1	2.9
COc1ccccc1CNc1nc(NC(C)C)nc2cc(-c3ccccc3)sc12	-1.6
O=C(Nc1nnc(-c2ccc(Cl)cc2)o1)c1ccccc1Br	1.8
O=C(OCCNC(=O)c1cc2ccccc2oc1=O)c1cccnc1	12*
CCN1C(=O)[C@H]2[C@@H](c3ccc(C(F)(F)F)cc3)N[C@]3(CCCN(Cc4cccn4C)C3=O)[C@H]2C1=O	-2.1
CCc1c(Cl)nc(N)nc1Nc1ccccc1C	-1.2
O=C(Nc1ccccc1)Nc1ccc(Nc2ccccc2)cc1	-0.8
CN(C)CCNc1nc2sc3c(c2c(=O)n1-c1ccccc1)CCCCC3	-0.5
NC(=S)N/N=C1\CC(c2ccc3c(c2)OCCCO3)Oc2ccc(F)cc21 (stereo not drawn)	-1.9
N#Cc1ccc(-c2cccc3nccn23)cc1	-0.4
CN(C)CC/C=C1/c2cc(F)ccc2Sc2ccc(Cl)cc21	2.8
Cc1ccc(C)c2[nH]c(=O)c(CCNC(=O)c3cccs3)cc12	-1.2

Next section
Compound	TTR transcr act
CC(C)(C)c1ccc(C(=O)Nc2ccc(C(=O)N3CCCC3)cc2)cc1	-0.5
O=c1[nH]c(CN2CCN(C/C=C/c3ccccc3)CC2)nc2cc(Cl)ccc12	-1.3
O=C(CSc1nnc(-c2ccc(O)cc2)n1Cc1ccccc1)NNC(=O)c1ccc(Br)cc1	0.5
COc1ccc(CNC(=O)OCCN2CCN(Cc3ccccc3)CCC2=O)cc1	-0.6
CCn1c(NC(=O)c2ccccc2)c(-c2cccs2)c(=O)c2ccccc21	0.7
N#Cc1c(SCC(=O)Nc2ccc(Cl)cc2Cl)sc2c(O)cc(=O)[nH]c12	-0.2
CCCc1ccc(C(=O)Cn2nc(C(=O)O)c3ccccc3c2=O)cc1	0.0
O=C(CCc1nc2ccccc2c(=O)[nH]1)N1CCN(S(=O)(=O)c2cc(Cl)ccc2Cl)CC1	5.8
O=C1[C@@H]2C(c3cccnc3)=NO[C@@H]2C(=O)N1c1ccc(Br)cc1	0.9
Cc1cc(N2CCCC2)nc2ccc(NC(=S)NCCCOC(C)C)cc12	1.3
CC(C)(C)C(=O)Oc1cc(N)n(S(=O)(=O)c2ccccc2)n1	0.6
COc1ccccc1OCC(=O)NNC(=O)CCCC(=O)NNC(=O)COc1ccccc1OC	1.3
CCOc1c(C)cnc2c1c(=O)n(Cc1ccc(Cl)cc1)c(=O)n2C	3.7
CC(C)C[C@H](NC1(C(=O)NC2CCCCC2)CCCCC1)C(=O)NCCc1c[nH]c2ccccc12	0.2
CCc1ccc(C(=O)NNC(=O)c2cc(S(=O)(=O)N(C)C)ccc2N2CCCC2)cc1	0.6

4 entries already listed, arranged by the value under TTR transcr act, highest first.
compound,TTR transcr act
O=C(OCCNC(=O)c1cc2ccccc2oc1=O)c1cccnc1,12*
CCOc1c(C)cnc2c1c(=O)n(Cc1ccc(Cl)cc1)c(=O)n2C,3.7
N#Cc1ccc(-c2cccc3nccn23)cc1,-0.4
O=C(Nc1ccccc1)Nc1ccc(Nc2ccccc2)cc1,-0.8

Structures above printed as active in TTR transcr act.
Compound	TTR transcr act
O=C(OCCNC(=O)c1cc2ccccc2oc1=O)c1cccnc1	12*

(further entries)
Compound	TTR transcr act
CC(C)C(=O)C1=Cc2cccc([N+](=O)[O-])c2OC1N1CCOCC1 (stereo not drawn)	-0.6
O=C1CCC[C@H]2CC3(CC[C@]24CCCN14)OCCO3	0.3
CCC(=O)Nc1nc(C)c(C(=O)NC2CCCCC2)s1	2.9
CN(C)c1ccc(/C=N/NC(=O)COc2ccccc2)cc1	1.4
Cc1ccc(CN(C)C(=O)c2cccc(S(=O)(=O)N3CCc4ccccc43)c2)cc1	0.4
CC1=C(C(=O)N(C(C)C)C(C)C)CC(CC(=O)NCCCCc2ccccc2)C(=O)N1Cc1ccc(C(C)(C)C)cc1 (stereo not drawn)	-1.5
O=C(CN1CCCC1)N1c2ccccc2Sc2ccc(C(F)(F)F)cc21	6.3
O=C(Cn1nnc2ccccc21)Nc1ccccc1[N+](=O)[O-]	0.4
Cc1ccccc1-n1nc(CSc2nc3ccccc3[nH]2)c(-c2ccccc2)c1N	-0.5
COC(=O)C1=C(C)Nc2nc(SCc3ccccc3)[nH]c(=O)c2C1c1cccs1 (stereo not drawn)	0.6
COc1ccc(C2Nc3ccccc3C(=O)N2NS(=O)(=O)c2ccc(C)cc2)c(OC)c1 (stereo not drawn)	-2.3
CC(C)(C)NS(=O)(=O)CC12CCC(CC1=O)C2(C)C (stereo not drawn)	-0.1
Cc1cccc(NC(=O)N2CCC(c3nc4ccccc4o3)CC2)c1	-1.1
CC(=O)Nc1cccc(Oc2ccc3c(c2)C(=O)N(CCC(=O)O)C3=O)c1	-1.3
O=c1c2c([N+](=O)[O-])cc([N+](=O)[O-])cc2nc2ccccn12	8.0

The listing continues:
Compound	TTR transcr act
COc1ccc(-c2c(NC(=O)c3ccco3)n(C)c3ccccc3c2=O)cc1	1.6
O=C(CSc1nnc(Cc2cccs2)n1CCc1ccccc1)N1CCCc2ccccc21	1.6
Cc1ccccc1Cn1c([N+](=O)[O-])cnc1C	-2.0
Cc1c(Cc2ccccc2)c(=O)oc2cc(OCC(=O)N[C@@H](Cc3ccccc3)C(=O)O)ccc12	-3.6
c1ccc(CNc2c3c(nc4ncnn24)CCCC3)nc1	1.0
O=C(C#Cc1ccccc1)c1ccc([N+](=O)[O-])cc1	-7.9
NC(=O)CNc1n[nH]c(=S)[nH]c1=O	-0.1
Cc1cc(C(=O)N[C@H](c2ccccc2)[C@@]2(C)C[C@@H]2[C@@H](C)C(=O)Nc2ccc3ccccc3c2)n(C)n1	-2.8
COc1ccc(NC(=O)N2CCC(Cc3ccccc3)CC2)cc1	-1.3
COCCc1ccc(OC2(C)CCN(Cc3cccc(OC)c3OC)C2)cc1 (stereo not drawn)	-1.4
COc1ccc([C@H]2C[C@@H](O)[C@H](n3cc(C4CC4)nn3)CN2Cc2cccs2)cc1	2.9
CCOc1ccc2nc(NC(=O)CS(=O)(=O)c3ccc(C)cc3)sc2c1	1.0
CCCNCC(O)Cn1c2ccccc2n2c(=O)cc(C)c(C#N)c12 (stereo not drawn)	-1.5
O=C(NNC(=O)c1ccccc1Cl)c1ccco1	2.1
Cc1ccc(S(=O)(=O)N(C)CCCC(=O)Nc2cccc3ccccc23)cc1	-1.4

Pulled by compound from above:
Compound	TTR transcr act
O=C(NNC(=O)c1ccccc1Cl)c1ccco1	2.1
Cc1ccccc1Cn1c([N+](=O)[O-])cnc1C	-2.0

Later entries
Compound	TTR transcr act
OCCC1CN(C2CCC2)CCN1Cc1ccc(F)c(F)c1 (stereo not drawn)	-0.3
CCN(c1ccc(NC(=O)COC(=O)c2ccc([N+](=O)[O-])o2)cc1)C(C)C	-1.3
CC1=NNC(=O)C1C(c1ccc(F)cc1)C(C#N)C#N (stereo not drawn)	-2.4
COCCCN1C(=O)C(CC(=O)NCc2ccco2)CC(C(=O)N(C(C)C)C(C)C)=C1C (stereo not drawn)	2.0
O=c1c2c(nc3cc(-c4ccc(F)cc4)[nH]n13)CCCC2	-0.2
O=C(NCc1ccccc1Cl)C1CCN(S(=O)(=O)N2CCOCC2)CC1	8.3
CCC1CCc2sc(C(=O)NCC(c3ccccc3OC)N3CCCC3)cc2C1 (stereo not drawn)	-0.1
CN(Cc1ccccc1)C(=O)Cn1c(=O)oc2cc(S(=O)(=O)N3CCCC3)ccc21	-0.9
COc1ccc2[nH]c(C)c(CCNC(=S)Nc3ccccc3C)c2c1	-0.1
O=C(COC(=O)CCc1nc2ccccc2c(=O)[nH]1)Nc1ccccc1	-2.1
Cc1ccc(C)c(C(O)c2ncc(-c3ccc(Cl)cc3)[nH]2)c1 (stereo not drawn)	2.2
CC(C)(C)OC(=O)C[C@@H]1C/C=C\C[C@@H](CC(=O)NCCO)C(=O)N2CCC[C@H]2COC1=O	0.1
CCCn1nc2cc(C(=O)NCc3ccc(OC(F)(F)F)cc3)ccc2c1OCC	2.2
CC(C)c1ccccc1NC(=O)C1C2C=CC(C2)C1C(=O)O (stereo not drawn)	0.5
Cc1ccc(N(C(=O)c2snc(C(N)=O)c2N)C(C(=O)NC2CCCC2)c2ccco2)cc1 (stereo not drawn)	-3.1

Further compounds follow:
Compound	TTR transcr act
CC(=O)NNC(=O)CCC(=O)Nc1ccccc1	-1.8
O=S(=O)(NC1=NCCCCCC1)c1cccs1	-2.1
COc1ccc(-c2nn(CCC#N)cc2/C=N/O)cc1OC	-0.6
Cc1ccc(OCc2nnc(SCC(=O)Nc3ncc(C)s3)o2)cc1	1.6
CC[C@]12c3[nH]c4cc(-c5ccco5)ccc4c3CCN1C(=O)[C@@H](CC(=O)NCCC1=CCCCC1)C[C@@H]2C(=O)N1CCN(C(=O)C2CC2)CC1	4.0
CC(C)(C)c1ccc(S(=O)(=O)CCc2ccccn2)cc1	5.7
CCC(=O)N1CCN(CCN=CC2=C(O)CC(c3ccc(OC)cc3)CC2=O)CC1 (stereo not drawn)	-1.8
COc1ccccc1/C=C(\NC(=O)c1ccc(OC)c(OC)c1)C(=O)Nc1cc([N+](=O)[O-])ccc1C	-0.8
O=C(Nc1c(C(=O)N2CCOCC2)cnn1-c1ccccc1)c1ccc(F)cc1	1.5
O=c1ccnc(NCCc2ccccc2)[nH]1	1.6
COc1ccc2nc(SCC(=O)Nc3cc(C)on3)c(C#N)cc2c1	-1.8
CCC1=Nc2cc(C(=O)NCCN3CCOCC3)ccc2Sc2ccc(Br)cc21	-0.8
COc1ccc(CN2C(=O)CCCC2(C)c2nnnn2-c2c(C)cccc2C)cc1OC (stereo not drawn)	1.0
CCOC(=O)CSc1nnc(NC(=O)c2ccco2)s1	2.0
CN(CC(=O)Nc1ccc(F)cc1)C(=O)CN1C(=O)NC(CCc2ccccc2)C1=O (stereo not drawn)	0.0

(further entries)
Compound	TTR transcr act
O=C(NCCCN1C(=O)c2ccccc2C1=O)OCc1ccccc1	0.5
NC(=O)c1cc(Cl)ccc1OCC(=O)N1CCCc2ccccc21	-0.8
O=C(CCc1c[nH]c2ccccc12)OCc1cccc(C(F)(F)F)c1	2.6
Cc1ccc(NC(=O)COC(=O)c2ccn(C)n2)cc1	1.4
CC[C@@H](C)[C@@H]1CN([C@@H](C)CN2CCC[C@H]2CN2C(N)=NC[C@H]2C(C)C)C(=N)N1CCc1ccc(Cl)c(Cl)c1	0.3
CCN(CC)S(=O)(=O)c1ccc(/C=C/C(=O)Nc2ccccc2N2CCOCC2)cc1	-2.3
Cc1ccccc1NC(=O)NCC1CCCO1 (stereo not drawn)	-1.1
O=C(OCCn1cncn1)c1cc2ccccc2oc1=O	-1.5
COC(=O)COc1ccc(S(=O)(=O)Nc2ccc3c(c2)OCO3)cc1Cl	0.2
N#Cc1c(-c2ccc(Cl)cc2)cc(-c2cccs2)nc1SCC(=O)O	0.8
O=C(NCCO)C1CCN(C(=O)c2ccc(-c3ccccc3)cc2)CC1	0.1
O=C(C1CCCO1)N1CCN(C(=S)Nc2cccc(F)c2)CC1 (stereo not drawn)	-0.2
CCCCn1c(SCC(=O)NCc2ccccc2)nc2ccc(N3CCOCC3)cc2c1=O	3.5
COc1ccc(-c2cn(-c3ccc(SC(F)F)cc3)c3[n+]2CCC3)cc1OC	-0.9
Cc1ccc(NC(=O)/C=C/c2ccc(S(=O)(=O)N3CCOCC3)cc2)cc1S(=O)(=O)N(C)C	-5.6

Next part:
Compound	TTR transcr act
CN(CCc1cnn(C)c1)Cc1cn(C)nc1-c1ccc2c(c1)OCCO2	-0.7
CCCn1nc(C(=O)OCC(=O)c2c(N)n(C)c(=O)n(C)c2=O)c2ccccc2c1=O	1.4
COc1cccc(CC(=O)Nc2nc(-c3ccc(OC)c(OC)c3)cs2)c1	-4.0
C[C@H]1CC[C@@]2(O[C@H](CCO)C[C@@H](O)[C@@H]2O)O1	5.0
C/C(NCCc1ccc(O)cc1)=C1/CCOC1=O	3.4
COCCCNC(=O)CC(NS(=O)(=O)c1ccc(F)cc1)c1ccc(OC)cc1 (stereo not drawn)	1.6
NC(=S)c1ccc[n+]([O-])c1	-0.9
C=CCN1CN(CCc2ccccc2)CNC1=S	-1.9
COC(=O)C1CN(CCO)CCS(=O)(=O)N1Cc1cn(Cc2ccccc2Br)nn1 (stereo not drawn)	4.4
CC(=O)Nc1ccc(NC(=O)C2(C)CC2(Cl)Cl)cc1 (stereo not drawn)	-0.8
O=C(O)c1cc(NC(=O)c2ccccc2F)cc(NC(=O)c2ccccc2F)c1	-0.8
CCCCc1nc(SCC(=O)Nc2nnc(CCCC)s2)n[nH]1	-0.3
COCCCN1C(=O)C(CC(=O)NC(c2ccccc2)c2ccccc2)CC(C(=O)N(C)C)=C1C (stereo not drawn)	2.2
Nc1o[nH]c(=O)c1C1CCCCC1	-0.5
COc1ccc(Cl)cc1Nc1nc(C)nc2c1nnn2Cc1ccccc1	9.2
O=C1C=C(c2ccc(-c3ccccc3)c(F)c2)C[C@@H](c2ccc(Cl)cc2)C1	3.7

Assay outcomes deposited in PubChem BioAssay by The Scripps Research Institute Molecular Screening Center.

Some of the compounds tested; count on the stated rates, not on these rows.
